PRMT1 FP inh: inhibitors of human PRMT1. 370,000 compounds, 1.3% hits. inhibition, % at 2.79 µM. recombinant PRMT1, activity-based probe fluorescence polarization;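 active = inhibition above about 21% made by adding two undisclosed values, limit read from the data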
DDE Tn7 FP inh: DD(E)-Tn7 binding inhibition, primary FP screen. P02675. FP displacement of FITC-Tn7 peptide from fibrin DD(E); 0% = median of compound wells per plate. inhibition, % at 8.3 µM. AID 720508. 370,000 compounds, 0.13% hits;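 active = inhibition above the mean of compounds falling within the control limits plus 3 SD of them, cut at about 14% in these data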;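 note: 0% = plate median of compound wells and 100% = 10 µM Aha-Tn7 peptide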
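Measure: % inhibition scaled between sample-field median and high-control FP; Test system: human fibrin DD(E); Quantity: 2 µM final DD(E) protein; Doses: one dose, 8.3 µM nominal; Schedule: compound with protein 10 min, then 3 h after probe, room temperature; Detection: fluorescence polarization; Medium: Tris buffer with calcium and detergent, pH 7.8.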
TCR CD3 inh: blocks the human TCR-CD3 interaction. 360,000 compounds, 0.37% hits. inhibition, % at 9.4 µM. TAMRA-labeled TCR probe fluorescence, biochemical; in the data active = inhibition above about 19%;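 note: recombinant mutant TCR 2C K166C tagged with TAMRA read by polarization; 0% = receptor in buffer alone and 100% = receptor with positive control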
proKLK7 act: activators of human kallikrein-7 zymogen; purified proKLK7, EDANS-DABCYL substrate fluorescence; 100% is mature enzyme control, 0% vehicle; 370,000 compounds, 0.9% hits; P49862; activation, % at 7 µM;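 active = activation above the mean of all tested compounds plus 3 SD, computed per campaign excluding outliers beyond control limits, cut at about 13% in these data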
Target sequence (P49862 whole entry, looked up): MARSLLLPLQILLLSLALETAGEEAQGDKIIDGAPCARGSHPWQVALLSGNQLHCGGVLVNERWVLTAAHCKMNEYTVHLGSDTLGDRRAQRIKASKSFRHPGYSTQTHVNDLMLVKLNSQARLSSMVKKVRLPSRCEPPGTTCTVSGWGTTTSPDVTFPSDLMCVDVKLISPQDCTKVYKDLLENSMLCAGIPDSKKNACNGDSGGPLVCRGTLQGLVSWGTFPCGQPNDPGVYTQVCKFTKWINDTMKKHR
SIAE primary: blocks human sialic acid acetylesterase. Q9HAT2. SIAE FP-Rh probe binding, fluorescence polarization. inhibition, % at 9.66 µM. 370,000 compounds, 0.69% hits. AID 1053197;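 active = inhibition above a cutoff: mean of compounds within the control limits plus 3 SD of those, cut at about 17% in these data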;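 note: 0% = plate median of compound wells and 100% = probe without SIAE protein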
Target sequence (Q9HAT2 whole entry, looked up): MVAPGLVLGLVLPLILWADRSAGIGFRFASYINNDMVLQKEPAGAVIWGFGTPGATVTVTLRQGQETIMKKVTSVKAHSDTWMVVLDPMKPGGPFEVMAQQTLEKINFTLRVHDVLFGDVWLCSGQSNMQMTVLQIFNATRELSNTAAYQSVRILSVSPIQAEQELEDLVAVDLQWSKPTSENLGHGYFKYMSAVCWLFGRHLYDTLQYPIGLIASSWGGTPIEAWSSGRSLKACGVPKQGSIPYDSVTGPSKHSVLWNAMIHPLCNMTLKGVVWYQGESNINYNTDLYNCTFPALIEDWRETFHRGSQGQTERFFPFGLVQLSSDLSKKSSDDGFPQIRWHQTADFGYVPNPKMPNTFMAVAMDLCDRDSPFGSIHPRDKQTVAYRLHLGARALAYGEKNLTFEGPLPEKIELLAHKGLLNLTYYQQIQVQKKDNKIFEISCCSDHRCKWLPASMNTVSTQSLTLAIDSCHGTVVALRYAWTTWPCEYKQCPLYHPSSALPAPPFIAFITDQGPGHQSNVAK
MBD2 DNA inh: MBD2-methylated oligo binding inhibition. 370,000 compounds, 0.31% hits. TR-FRET, MBD2 binding to methylated oligonucleotide. inhibition, % at 4.4 µM. AID 686964. Q9UBB5; in the data active = inhibition above about 13%
TDP2 absorb: TDP2 (human) inhibition, absorbance primary screen. recombinant TDP2, T5PNP hydrolysis, p-nitrophenol absorbance 415 nm. 370,000 compounds, 0.34% hits. O95551. inhibition, % at 12.8 µM;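 active = inhibition above the mean of all tested compounds plus 3 SD, set per campaign, cut at about 25% in these data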;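 note: 0% = DMSO with enzyme and 100% = buffer with substrate but no TDP2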
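Assay system: Recombinant human TDP2 | Quantity: 120 nM TDP2 per well | Incubation: 2 h at 37 °C | Signal: Epi absorbance | Evaluation: Percent inhibition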
LEDGF integ inh: blocks HIV-1 LEDGF/p75-dependent DNA integration; TR-FRET IN-LEDGF/p75 DNA integration, Eu/Cy5; inhibition, % at 3.7 µM; 370,000 compounds, 0.64% hits;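 active = inhibition above the screen-wide mean plus 3 SD, cut at about 13% in these data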;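 note: signal is the Cy5 over europium emission ratio at 671 and 618 nm; 0% = plate median of compound wells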
DDE Tn6 FP inh: inhibitors of Tn6 peptide binding to human fibrin DD(E); 370,000 compounds, 0.21% hits; Fibrin DD(E) TRITC-Tn6 fluorescence polarization displacement; P02675; AID 720509; inhibition, % at 8.3 µM;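 active = inhibition above a per-campaign cutoff: mean of compounds within control limits plus 3 SD, cut at about 15% in these data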;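 note: 0% = median of all compound wells on the plate and 100% = blocking peptide control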
UHRF1 binding: UHRF1 methyl-DNA binding inhibition; 370,000 compounds, 0.75% hits; inhibition, % at 4.4 µM; AID 687016; UHRF1 binding to methylated oligo, TR-FRET; in the data active = inhibition above about 21%;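 note: UHRF1 SRA domain binding a hemimethylated CpG hairpin DNA probe; 0% = median of test compound wells and 100% = reference inhibitor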
* = called active by the depositor.

SMILES | PRMT1 FP inh | DDE Tn7 FP inh | TCR CD3 inh | proKLK7 act | SIAE primary | MBD2 DNA inh | TDP2 absorb | LEDGF integ inh | DDE Tn6 FP inh | UHRF1 binding
CC(=O)C1C(=O)NC23CCCCC2C1c1ccccc1O3 (centres undefined) | 0 | 0 | 0 | 0.6 | -5 | -1 | -3 | 1 | 1 | 4
Cc1ccc(Sc2ccc(C=C3C(=O)N(C)C(=O)N(C)C3=O)o2)cc1 | 10 | 1 | -11 | -0.1 | -88 | -4 | 2 | 2 | 3 | 0
CNP1(NC)=Nc2nn(-c3ccccc3)c(N)c2C(c2ccccc2)=N1 | 4 | 4 | -1 | 0.4 | 1 | 0 | 9 | 0 | -3 | 0
Cc1nc2ccccc2c(=O)n1-c1ccc(F)cc1 | 1 | 1 | 2 | -0.1 | -2 | 4 | -2 | -2 | -2 | 2
CCOc1ccc(C2(C#N)CC[N+](C)(C)CC2)cc1 | -3 | 1 | 2 | -0.2 | 5 | 3 | -3 | 2 | 3 | -5
COc1cc(C(=O)NN=Cc2ccc(N(CCCl)CCCl)cc2)cc(OC)c1OC | -8 | -5 | 0 | 1.3 | 4 | -4 | -5 | 11 | -6 | -7
COc1ccccc1N1CCNCC1 | -3 | 9 | 12 | 0.3 | -3 | -10 | 8 | -1 | 7 | -3
CN1CCc2nc3sc(C#N)c(N)c3c(-c3cccs3)c2C1 | 9 | -4 | -10 | -11 | 0 | -21 | -5 | -1 | 1 | -23
Cc1nc2ccccc2c(=O)n1-c1ccc(Cl)c(Cl)c1 | -2 | -4 | -1 | 0.3 | 1 | -4 | 2 | 0 | -6 | 0
O=c1c2ccccc2nc(-c2ccco2)n1-c1nccs1 | 1 | 5 | 5 | 0.9 | -1 | -3 | -6 | -3 | -1 | -2

An excerpt of these results, with tabs.
structure	PRMT1 FP inh	DDE Tn7 FP inh	TCR CD3 inh	proKLK7 act	SIAE primary	MBD2 DNA inh	TDP2 absorb	LEDGF integ inh	DDE Tn6 FP inh	UHRF1 binding
COc1cc(C(=O)NN=Cc2ccc(N(CCCl)CCCl)cc2)cc(OC)c1OC	-8	-5	0	1.3	4	-4	-5	11	-6	-7
COc1ccccc1N1CCNCC1	-3	9	12	0.3	-3	-10	8	-1	7	-3

Next part.
SMILES | PRMT1 FP inh | DDE Tn7 FP inh | TCR CD3 inh | proKLK7 act | SIAE primary | MBD2 DNA inh | TDP2 absorb | LEDGF integ inh | DDE Tn6 FP inh | UHRF1 binding
Cc1ccc(OP(N)(=O)Oc2ccc(C)cc2)cc1 | -2 | 2 | 0 | -0.6 | 5 | -3 | 5 | 0 | 7 | 2
Cc1ccccc1[N+](=O)[O-] | 0 | -1 | 2 | 0.6 | -7 | -5 | -1 | 1 | 2 | -3
COC(=O)C1=C(c2ccc(C(C)=O)cc2)C[C@@H]2CC[C@H]1N2C | -8 | 1 | 9 | -0.6 | -5 | -6 | -2 | -2 | 6 | 0
COc1cc2occc2c2oc(=O)ccc12 | -2 | -1 | -1 | -0.2 | 2 | 4 | -2 | 2 | 5 | -3
OCC12CO[C@@H]3c4ccccc4[C@H](OC1)N32 (some centres undefined) | -2 | -1 | -2 | 0.5 | -4 | 1 | -9 | 2 | 5 | 10
O=c1cccc2n1CC1CC2CN(Cc2cccc(Cl)c2Cl)C1 (centres undefined) | -2 | -4 | -6 | 0.4 | 13 | 2 | -3 | -1 | -3 | 0
COC(=O)C1=CO[C@@H](C)[C@@H]2CN3CC[C@@]4(C(=O)Nc5ccccc54)[C@@H]3C[C@H]12 | 0 | -3 | 5 | -0.2 | 2 | 2 | 3 | -1 | 3 | -1
COc1ccc(C(=O)C2CCCN(Cc3ccon3)C2)c(OC)c1 (centres undefined) | -4 | 8 | 8 | -0.1 | 10 | -1 | -5 | -4 | 0 | 1
CC(=O)Nc1ccc(S(=O)(=O)NC(CC(=O)N2CCC3(CC2)OCCO3)C(C)C)cc1 (centres undefined) | 2 | 4 | 4 | -0.3 | 2 | 5 | 2 | 2 | -4 | -2
O=C(O)C(Br)CBr (centres undefined) | -1 | -10 | 7 | 0.2 | -4 | -1 | -1 | 0 | 12 | -2

Record cards, as listed above. Order of values: PRMT1 FP inh	DDE Tn7 FP inh	TCR CD3 inh	proKLK7 act	SIAE primary	MBD2 DNA inh	TDP2 absorb	LEDGF integ inh	DDE Tn6 FP inh	UHRF1 binding
Record of COc1cc(C(=O)NN=Cc2ccc(N(CCCl)CCCl)cc2)cc(OC)c1OC : -8	-5	0	1.3	4	-4	-5	11	-6	-7
Record of COc1cc2occc2c2oc(=O)ccc12 : -2	-1	-1	-0.2	2	4	-2	2	5	-3

Limited to LEDGF integ inh and proKLK7 act, for some of the entries so far:
Molecule	LEDGF integ inh	proKLK7 act
OCC12CO[C@@H]3c4ccccc4[C@H](OC1)N32 (some centres undefined)	2	0.5
O=c1cccc2n1CC1CC2CN(Cc2cccc(Cl)c2Cl)C1 (centres undefined)	-1	0.4

Remaining list, next part:
SMILES | PRMT1 FP inh | DDE Tn7 FP inh | TCR CD3 inh | proKLK7 act | SIAE primary | MBD2 DNA inh | TDP2 absorb | LEDGF integ inh | DDE Tn6 FP inh | UHRF1 binding
c1ccc(CCN2CCC3(CC2)OCCO3)cc1 | 4 | -3 | -9 | 0.2 | -2 | -2 | 6 | 0 | 3 | 1
CCCCCCn1c(=O)c(C(=O)Nc2ncccc2C)c(O)c2ccccc21 | 4 | -2 | -10 | -0.5 | -6 | -4 | 0 | 0 | 4 | 2
COc1cccc(CNCCc2ccc3c(c2)OCO3)c1OC | 0 | 9 | -3 | -0.6 | -5 | 4 | 8 | -7 | 3 | 3
COc1ccccc1OCC#CCN1CCCC(C)C1 (centres undefined) | 3 | 3 | 1 | -0.4 | 1 | 1 | 19 | 1 | 1 | -1
COc1cccc(-c2nc3ccc(N4CCN(C)CC4)cc3[nH]2)c1 | -2 | -10 | 2 | 69* | 5 | -1 | -6 | 6 | -3 | 3
CCn1c(=O)cc(OCC(=O)N2CCC3(CC2)OCCO3)c2ccccc21 | 1 | -3 | 2 | -0.1 | -3 | 0 | -8 | 2 | 6 | 4
CCOC(=O)c1ccccc1C(=O)OCC | 4 | 0 | 2 | 0.9 | 0 | 2 | 2 | -5 | -5 | 1
Cc1ccccc1OCCCn1cc(C(=O)C(=O)N2CCOCC2)c2ccccc21 | 5 | -1 | -6 | -0.2 | -5 | 0 | -20 | -6 | -14 | 6
O=C(c1ccccc1F)N1C[C@H]2C[C@@H](C1)c1cccc(=O)n1C2 | -3 | 2 | 0 | 0.0 | -2 | -6 | -14 | 3 | 11 | 0
C[C@]12CCC3C(CC[C@H]4C[C@@H](O)CC[C@]34C)C1C/C(=N/O)[C@@H]2O (some centres undefined) | 6 | -6 | -1 | 0.6 | 0 | -1 | -5 | -6 | -5 | 1
Cc1ccccc1N1CCN(C2CCCN(C(=O)Cc3c(C)noc3C)C2)CC1 (centres undefined) | -1 | 7 | 0 | 0.5 | 14 | 1 | 16 | -1 | 1 | -2
CC(C)CC(=O)Nc1ccc(S(=O)(=O)N2CC3CC(C2)c2cccc(=O)n2C3)cc1 (centres undefined) | -1 | 2 | 9 | 0.3 | 8 | 3 | 8 | 1 | -1 | -1
COc1cccc(CN2CCN(c3ccc(F)cc3)CC2)c1OC | -2 | 4 | 3 | -0.5 | 5 | 4 | 8 | -1 | 4 | -1
CCN(CC)CCO | 0 | 2 | -10 | 0.8 | -1 | 2 | -6 | -4 | 3 | 2
O=C(Cn1ccc2ccccc2c1=O)NCC(=O)N1CCC2(CC1)OCCO2 | -1 | -1 | 3 | 0.0 | -3 | 0 | 0 | 3 | 2 | 1
CCC(=NCc1ccc2c(c1)OCO2)c1c(O)n(C2CCCCC2)c(=O)[nH]c1=O | -2 | -6 | 1 | 0.2 | -6 | -1 | 11 | -1 | 4 | -1
CCOC(=O)C1C2c3ccccc3O[C@@]1(C)N=C1SCC(=O)N12 (some centres undefined) | 2 | -1 | 6 | 0.4 | 7 | 0 | 4 | 1 | 0 | -1
CCn1c(C)c(C(=O)Nc2ccc(OC)cc2)c2cc(OC)ccc21 | -3 | -7 | 10 | 0.2 | -2 | 1 | 8 | 2 | 6 | 0
CC1(C)CN2C(c3ccc(Cl)cc3)N2C1 (centres undefined) | 3 | -1 | 1 | -0.2 | 0 | 8 | -11 | 1 | -8 | 2
O=C(Cc1ccc(N(CCCl)CCCl)cc1)NC(Cc1ccc(Cl)cc1)C(=O)O (centres undefined) | 7 | 7 | 0 | 0.6 | -2 | -1 | -18 | 2 | 10 | 5
CCOC(=O)C(O)(c1ccc(NC(=O)Oc2ccccc2)cc1)C(F)(F)F (centres undefined) | -1 | 1 | -3 | -0.4 | 8 | 3 | -3 | -2 | 6 | 1
Fc1ccc(CCNCc2ccc(Br)cc2)cc1 | -2 | -1 | -2 | -0.3 | -7 | 2 | 4 | 2 | 5 | 35*
Cc1ccc(O)c(C(=O)c2cc(C(=O)NCCC(C)C)c(=O)n(CCC(C)C)c2)c1 | -3 | -3 | 4 | -0.3 | -8 | -2 | 0 | 5 | 0 | -5
CN1CC(Br)C(=O)NC1=O (centres undefined) | 2 | 0 | -4 | -0.6 | 3 | -1 | 2 | -3 | -1 | 1
CCCCn1nnnc1C(c1ccccc1)N1CCC2(CC1)C(=O)NCN2c1ccccc1 (centres undefined) | 0 | 6 | 1 | 0.3 | 7 | -4 | -8 | -1 | 1 | 1
Cc1ccc(C(=O)n2cc(CCN3CCS(=O)(=O)CC3)c3ccccc32)cc1 | 0 | 0 | 4 | -0.4 | -3 | 4 | -5 | -2 | -1 | -1
COc1ccc(-n2c(O)c(/C(C)=N/N3CCCCCC3)c(=O)[nH]c2=O)cc1 | 3 | 3 | -6 | 0.2 | 0 | -4 | -8 | -5 | 0 | 1
CCCCCCn1c(=O)c(C(=O)Nc2c(C)n(C)n(-c3ccccc3)c2=O)c(O)c2ccccc21 | 0 | -9 | -7 | -0.3 | 1 | 2 | 2 | -4 | -1 | 0
CCN(CC)C(=O)Oc1ccc(NC(=O)N2CCOCC2)cc1 | -3 | 4 | 1 | 0.4 | 4 | 4 | 9 | 5 | -5 | 0
COc1cc(/C=C2\C[C@H]3[C@@H]4CC=C5C[C@@H](N6CCCC6)CC[C@]5(C)[C@H]4CC[C@]3(C)[C@H]2O)cc(OC)c1OC | -2 | 8 | 1 | -0.3 | -10 | -1 | -2 | -2 | -3 | -4
CN(C)c1ccc([P+](=O)c2ccc(N(C)C)cc2)cc1 | -1 | -2 | 13 | -0.2 | 6 | -2 | 5 | -2 | 3 | -1
C/C(=C\c1ccc(N(C)C)cc1)[N+](=O)[O-] | 2 | 1 | 2 | -0.1 | 6 | -7 | 3 | 0 | -3 | -7
O=C1N[C@@H](Cc2ccccc2)C(=O)N2[C@H]1C[C@H]1c3ccccc3N(OOSc3ccccc3)[C@H]12 | 0 | 0 | -2 | -0.2 | -2 | -2 | 1 | 4 | -3 | 3
Cc1ccc2c(c1N)C(=O)c1ccccc1C2=O | 12 | 2 | -13 | -0.5 | 5 | -11 | -11 | -10 | 13 | 4
C=CCCC[C@@H]1OC(=O)CNC(=O)C([C@@H](C)CC)NC(=O)[C@@H]2CCCN2C(=O)C([C@@H](C)CC)OC(=O)[C@H](Cc2ccccc2)N(C)C(=O)[C@H](C(C)C)NC(=O)C1(C)C (some centres undefined) | 5 | 1 | 1 | 0.9 | 4 | -5 | -3 | 2 | 9 | -1

Source: PubChem BioAssay

A portion of the library. The share of hits here may be higher or lower than overall.
